# Screening data deposited in PubChem by several laboratories.
# HIV Rev-RRE inh – HIV Rev-RRE protein-RNA interaction inhibition; P05866; Rev peptide-RRE RNA binding, FRET; inhibition, % at 8 µM; 97,000 tested, 0.79% active; AID 704;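 active = inhibition above the screen-wide mean plus 3 SD, cut at about 35% in these data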;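 note: 0% = median DMSO wells and 100% = median Neomycin B control wells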
# Target sequence (P05866 whole entry, looked up): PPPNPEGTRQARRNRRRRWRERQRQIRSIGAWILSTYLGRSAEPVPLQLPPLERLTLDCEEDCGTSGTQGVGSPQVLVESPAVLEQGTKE
#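 Assay system: Labelled RRE RNA duplex and labelled Rev peptide | Times: 5 min preincubation and 15 min binding, 25 °C | Detection: FRET, ex 480 nm, em 540 and 671 nm | Evaluation: % inhibition of FRET ratio versus controls | Benchmarks: DMSO wells as 0% and neomycin B wells as 100% inhibition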
# CYP2C9 act – increases human cytochrome P450 2C9 activity; P11712; recombinant CYP2C9, luciferin-H conversion, luminescence; stronger effect = higher value; factor 1 = untreated enzyme, 0 = blocked; activation factor at 5 µM; 96,000 tested, 1.4% active;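 active = activation factor of 2 or more for CYP2C9 at a 5 µM dose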;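 note: 0 = sulfaphenazole-blocked wells and 1 = vehicle-only wells; values of inactives mirror those of a sister screen read the other way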
# EphB4 ephrin blk – EphB4-ephrin-B2 interaction antagonism; EphB4 LBD / TNYL-RAW-Alexa532 peptide, fluorescence polarization; inhibition, % at 7 µM; 97,000 tested, 0.15% active; AID 720;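 active = inhibition above the screen-wide mean inhibition plus 3 SD, cut at about 15% in these data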;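 note: 0% = DMSO wells and 100% = excess unlabeled TNYL-RAW peptide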
# LYP inh 2 – LYP (human) phosphatase inhibition; recombinant LYP catalytic domain, DiFMUP fluorescence; 96,000 tested, 0.21% active; inhibition, % at 2 µM; Q9Y2R2;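 active = inhibition at 2 µM at or above a set limit, the screen mean plus 3 SD, cut at about 24% in these data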;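 note: 0% = DMSO with enzyme and 100% = enzyme fully blocked by orthovanadate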
# Target sequence (Q9Y2R2 whole entry, looked up, the tested form may be a part): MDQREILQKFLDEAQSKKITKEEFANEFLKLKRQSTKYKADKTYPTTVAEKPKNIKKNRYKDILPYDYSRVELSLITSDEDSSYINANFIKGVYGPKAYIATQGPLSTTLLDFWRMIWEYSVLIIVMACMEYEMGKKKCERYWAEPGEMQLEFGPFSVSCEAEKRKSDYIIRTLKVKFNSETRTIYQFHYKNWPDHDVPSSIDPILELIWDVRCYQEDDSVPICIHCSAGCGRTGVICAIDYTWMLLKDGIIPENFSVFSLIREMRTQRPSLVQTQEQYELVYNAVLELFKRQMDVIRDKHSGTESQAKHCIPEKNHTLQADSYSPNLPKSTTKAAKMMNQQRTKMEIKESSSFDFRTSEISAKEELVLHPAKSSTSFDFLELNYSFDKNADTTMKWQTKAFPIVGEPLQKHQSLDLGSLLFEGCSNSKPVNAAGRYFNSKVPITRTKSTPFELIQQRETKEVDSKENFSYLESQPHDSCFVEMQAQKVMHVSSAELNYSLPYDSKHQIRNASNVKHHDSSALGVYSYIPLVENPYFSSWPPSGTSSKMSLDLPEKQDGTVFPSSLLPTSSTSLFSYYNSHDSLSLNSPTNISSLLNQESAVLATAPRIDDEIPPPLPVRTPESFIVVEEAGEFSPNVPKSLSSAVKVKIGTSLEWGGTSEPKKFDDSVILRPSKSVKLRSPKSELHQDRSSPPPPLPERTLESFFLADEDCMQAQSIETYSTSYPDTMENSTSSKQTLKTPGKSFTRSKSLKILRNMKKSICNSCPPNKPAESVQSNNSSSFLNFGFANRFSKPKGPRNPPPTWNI
# PLK1 PBD inh – blocks phosphopeptide binding to human Plk1 polo box domain | P53350 | Plk1 PBD phosphopeptide binding, fluorescence polarization | inhibition, %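 (tested at about 20 µM)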 | 97,000 tested, 0.13% active; in the data active = inhibition above about 34%, passing the limit was not always enough
# Calb biofilm kill – kills Candida albicans biofilms; C. albicans biofilm + clotrimazole, Alamar Blue; 85,000 tested, 0.14% active; inhibition, % at 6 µM;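 active = inhibition above 20%; inactive = inhibition below 20%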;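 note: preformed 24 hr biofilms exposed to compound for 48 hr; 0% = biofilm without compound and 100% = blank killed by clotrimazole plus chlorhexidine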
# PTPN22 act – increases human PTPN22 phosphatase activity; 96,000 tested, 0.11% active; AID 697; recombinant LYP, DiFMUP fluorescence; 0 = plate median, 100 = signal doubled; activation, % at 2 µM;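 active = activation at 2 µM above a set limit, the mean plus 5 SD, cut at about 37% in these data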
# PLK1 kinase inh – inhibitors of human PLK1 kinase. 97,000 tested, 0.53% active. inhibition, % at 10 µM. recombinant PLK1 kinase, TR-FRET peptide phosphorylation. P53350;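 active = inhibition of 50% or more in the single-concentration screen; inactive = inhibition below 50%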;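 note: 0% = DMSO max control and 100% = H-89 dihydrochloride min control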
# CYP2C9 inh – inhibitors of human CYP2C9; 96,000 tested, 20% active; P11712; inhibition, % at 5 µM; CYP2C9 Supersomes, luciferin-H conversion, luminescence;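 active = blocking of liver enzyme CYP2C9 beyond about 50% at 5 µM, limit read from the data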; note: values of inactives mirror those of a sister screen read the other way
# * marks the source's active call; other numbers are inactive results; nt = not tested or not shown.
SMILES,HIV Rev-RRE inh,CYP2C9 act,EphB4 ephrin blk,LYP inh 2,PLK1 PBD inh,Calb biofilm kill,PTPN22 act,PLK1 kinase inh,CYP2C9 inh
CCOC(=O)N1CCN(C(=O)C(CC)n2nc(C)c3sc4ccccc4c3c2=O)CC1 (stereo not drawn),1,0.4,-1,2,-11,6,-1,-9,58*
O=c1[nH]c(Cc2ccccc2)nc2scc(-c3ccccc3)c12,-1,0.6,1,-1,32,nt,1,-14,35
CCN(CC)C(=O)COc1ccc(S(=O)(=O)N2CCOCC2)cc1,4,nt,1,-8,-18,6,12,-10,nt
COCCNCC(=O)NCC12CC3CC(CC(C3)C1)C2,5,1,-1,-10,-9,0,8,-6,-2
CCN1CCC(C(N)=O)CC1,3,1,-2,-10,10,6,10,-5,0
Cc1ccc(N(CC(=O)NCc2cccs2)S(=O)(=O)c2cccs2)cc1,9,0.3,10,4,0,1,-5,-11,74*
O=C(CCCCCN1C(=O)c2ccccc2C1=O)Nc1nccs1,-5,0.4,-9,-4,-4,7,4,-2,56*
CC(C)CCNC(=O)CSc1nc2ccsc2c(=O)n1NC(=O)c1ccccc1,0,0.6,4,6,19,2,-4,-6,41
CCOC(=O)c1ccc2ncc(C(=O)OCC)c(NCCN(C)C)c2c1,7,nt,-8,-7,1,-1,6,2,nt
CCOc1ccc(N(Cc2cc3ccc(C)cc3[nH]c2=O)S(C)(=O)=O)cc1,6,1,-3,0,9,-2,1,-9,4
COC(=O)Cc1cc(=O)n(-c2nc3ccccc3[nH]2)[nH]1,7,nt,5,4,13,nt,-6,3,nt
COc1cc2cc(CN(Cc3nnnn3Cc3ccccc3)CC3CCCO3)c(=O)[nH]c2cc1OC (stereo not drawn),21,0.3,-10,8,-11,11,-8,-11,68*
O=c1c2ccccc2nc(N/N=C/c2ccc(O)cc2)n1O,1,1,-1,4,-2,nt,-6,21,3
Cc1ccc(C)c(N2CCN(C(=O)c3cc4ccccn4n3)CC2)c1,16,0.7,-4,0,-12,4,-2,-2,29
CN(C)Cc1ccccc1C1(O)c2ccccc2CSc2ccccc21 (stereo not drawn),5,0.5,2,7,4,nt,-10,-11,51*
O=c1c([N+](=O)[O-])cc(C(F)(F)F)cn1Cc1cccc(Cl)c1,-6,0.8,-11,-5,3,nt,8,-7,24
Cn1c(/C=N/NC(=O)c2ccccc2)nc2ccccc21,4,0.7,12,3,7,nt,-6,-5,34
Cc1cc(C)c(NC(=O)c2ccc(CN3CCc4ccccc4C3)cc2)c(C)c1,17,0.7,3,6,-17,nt,-10,-6,27
Cc1oc(-c2ccccc2F)nc1CSCC(=O)NCc1ccc2c(c1)OCO2,6,0.3,-3,-4,-4,12,1,-1,75*
O=C(c1ccc2c(=O)n(Cc3ccc4c(c3)OCO4)c(=S)[nH]c2c1)N1CCCCC1,4,0.9,7,2,26,11,-3,8,6
CCOC(=O)C1=C(C)Nc2nc(SCC)nn2C1c1ccc(OC)cc1 (stereo not drawn),-1,1.2,8,8,-7,-3,-7,7,-19
Cc1c2cccn2cc[n+]1C,9,1.2,-1,-3,-8,8,5,-6,-22
Cc1ccc(OCC(O)CN2CCN(CC(O)COc3ccc(C)cc3Cl)CC2)c(Cl)c1 (stereo not drawn),3,1.1,1,0,2,5,1,-5,-10
CCOCCCNC(=O)c1ccc2c(c1)N(Cc1ccccc1)C(=O)CS2=O (stereo not drawn),1,0.6,1,-6,13,9,4,-7,42
Cc1cc(C)n(CC(=O)N2c3ccccc3Sc3ccccc32)n1,10,0.6,7,6,12,-2,-6,-5,38
O=C(COc1ccc(Br)cc1)N1CCC(c2ccccc2)C1 (stereo not drawn),10,0.9,10,0,3,-1,-3,-10,14
c1ccc(-c2cnc(-c3ccccc3)nc2)cc1,10,0.6,3,2,-10,-3,-2,-12,40
Cc1onc(-c2ccccc2Cl)c1C(=O)Nc1ccccc1,1,nt,-6,-1,-14,-1,2,1,nt
Cc1nn(-c2nc3ccccc3s2)c(N)c1Sc1ccc(F)cc1,12,0.2,-7,-2,-25,7,-1,-9,85*
O=c1cc(CSc2nnnn2-c2ccccc2)nc2nc[nH]n12,4,0.7,0,-9,-13,5,6,-17,28
COc1ccc(S(=O)(=O)Nc2ccc(S(=O)(=O)Nc3ccc(F)cc3)cc2)cc1C,16,nt,0,-1,0,3,1,-7,nt
CCSCCC(NC1=CC(=O)CC(C)(C)C1)C(=O)O (stereo not drawn),4,0.9,-4,-6,6,5,6,-10,6
Cc1nc2ccccc2n1CC(=O)OCC(=O)Nc1ccc2c(c1)OCCO2,6,0.8,0,8,10,3,-9,-6,19
CCOc1ccc(OCc2ccc(C(=O)NCc3cccnc3)o2)cc1,3,0.6,-7,-11,26,10,13,-5,37
CCOC(=O)c1c(N)sc2c1CCS(=O)(=O)C2,8,0.9,-8,-3,10,9,-1,-9,6
O=C(N1CCOCC1)N1CCN(c2ccccc2F)CC1,10,1.1,15,-4,12,15,1,-1,-9
Cc1ccc2c(C)nc(NC3=NCN(C(C)C)CN3)nc2c1,6,nt,-3,3,-20,11,1,14,nt
O=C(CN1C(=O)c2ccccc2S1(=O)=O)NCc1ccccn1,7,1.1,-4,-6,17,5,3,-17,-8
CCOC(=O)N1CCN(C(=O)CCc2ccc(S(=O)(=O)NCCc3ccccc3)cc2)CC1,5,0.2,-2,-6,-9,5,7,-15,78*
c1ccc(Cn2nnnc2C(c2ccccc2)N2CCN(c3nc4ccccc4s3)CC2)cc1 (stereo not drawn),8,0.4,1,-2,16,5,2,-11,65*
Cc1cc(NC(=O)CCC(=O)N(CC(=O)NCC2CCCO2)c2ccc3c(c2)OCCO3)no1 (stereo not drawn),4,nt,8,-2,2,2,0,-6,nt
O=C(COc1ccc(Cl)cc1)N1CCCC1,3,nt,3,0,-20,-2,0,-16,nt
O=C(Cc1cccs1)OCC(=O)c1ccco1,9,0.9,0,11,-17,7,-8,-7,8
O=C(N/N=C\c1cn(-c2ccccc2)nc1-c1ccccc1)c1ccc(Br)o1,-4,0.4,-8,6,7,nt,-1,-14,57*
COc1ccc(S(=O)(=O)N(C)CC(=O)Nc2ccc3c(c2)OCO3)cc1,-2,0.5,-5,-2,0,2,4,5,54*
CNC(=O)c1ccc(Oc2ccc(C(=O)NC)cc2)cc1,5,0.8,-3,9,-18,10,-11,-11,16
CCN(CC)C(=O)CN1CCN(c2ncccn2)CC1,5,1,0,3,-2,nt,-5,-9,-4
CC(c1ccccc1)N1CC(C(=O)N2CCN(c3ccccc3)CC2)CC1=O (stereo not drawn),4,1.1,0,-8,-31,2,5,-12,-11
O=C(COC(=O)c1cccc(S(=O)(=O)N2CCOCC2)c1)Nc1nc(-c2ccccc2Cl)cs1,5,0.3,-4,-5,9,8,6,-7,74*
O=C(NCCc1ccc2c(c1)OCCO2)c1cc2ccccc2o1,5,0.6,-2,8,-3,4,-9,-4,35
CCOC(=O)/C=C1\SCC(=O)N1Cc1nnc(-c2ccccc2Br)o1,17,0.3,-1,-4,-26,7,2,-9,72*
COc1cccc(-c2nc(CS(=O)(=O)CC(=O)NCCC(C)C)c(C)o2)c1,-3,nt,-1,-19,-12,nt,16,-6,nt
CCN(CC)S(=O)(=O)c1ccc(-c2nnc(SCc3nnc(-c4ccccc4)o3)o2)cc1,11,0.8,-7,-1,-29,5,-1,-6,15
OCCN=c1cc(-c2ccccc2)oc2ccc(Cl)cc12,-3,1,8,4,10,3,-2,-2,1
O=C(CN1CCN(S(=O)(=O)c2ccc(Br)cc2)CC1)Nc1ccc2c(c1)OCO2,4,0.4,3,1,-7,nt,-4,6,63*
CCCCOC(=O)c1ccc(NS(=O)(=O)c2cc(-c3nnnn3CC)ccc2OC)cc1,-2,0.3,7,-4,-2,nt,1,-10,71*
O=C(/C=C/c1c(Cl)cccc1Cl)NCCc1ccccc1,4,2.7*,1,-3,-10,nt,2,-9,-167
Cc1cc(C)nc(-n2nc(C)cc2NC(=O)CN2CCCC(C)C2)n1 (stereo not drawn),4,0.5,-4,-6,25,-2,5,8,48
CN1CCN(Cc2c(O)ccc3c(-c4ccccc4)cc(=O)oc23)CC1,6,0.8,3,6,21,5,-6,-13,19
CC(C)=CCC(C)(C)C1OCCN1C(=O)c1ccccc1 (stereo not drawn),1,0.6,-3,6,-3,10,-8,-8,44

# Part of the list above, with two lines to a compound:
# Below each compound – HIV Rev-RRE inh, CYP2C9 act, EphB4 ephrin blk, LYP inh 2, PLK1 PBD inh, Calb biofilm kill, PTPN22 act, PLK1 kinase inh, CYP2C9 inh
- COc1ccc(S(=O)(=O)N(C)CC(=O)Nc2ccc3c(c2)OCO3)cc1
 : -2, 0.5, -5, -2, 0, 2, 4, 5, 54*
- CNC(=O)c1ccc(Oc2ccc(C(=O)NC)cc2)cc1
 : 5, 0.8, -3, 9, -18, 10, -11, -11, 16
- CCN(CC)C(=O)CN1CCN(c2ncccn2)CC1
 : 5, 1, 0, 3, -2, nt, -5, -9, -4
- CC(c1ccccc1)N1CC(C(=O)N2CCN(c3ccccc3)CC2)CC1=O (stereo not drawn)
 : 4, 1.1, 0, -8, -31, 2, 5, -12, -11

# Next part
SMILES,HIV Rev-RRE inh,CYP2C9 act,EphB4 ephrin blk,LYP inh 2,PLK1 PBD inh,Calb biofilm kill,PTPN22 act,PLK1 kinase inh,CYP2C9 inh
Cc1ccc(Nc2ncnc3sc(C)c(C)c23)cc1C,14,1,-4,-3,5,2,4,-11,-3
CC(NC(=O)COc1ccccc1)C(=O)NC1=NCCS1 (stereo not drawn),11,0.9,7,-1,3,2,7,-3,6
NC(=O)NC(c1ccccc1)c1ccccc1,8,0.7,4,11,13,0,-9,-6,28
CCOc1ccc(N(CC(=O)NCC2CCCO2)S(=O)(=O)c2ccc(SC)cc2)cc1 (stereo not drawn),12,0.6,-10,-3,9,6,4,-3,44
C#CCOC(=O)c1ccccc1C(=O)OCC#C,7,0.8,2,1,-6,7,-2,-12,23
CCCCn1c(SCc2nc3ccccc3s2)nc2cc(S(N)(=O)=O)ccc21,20,0.3,2,4,4,1,-2,-7,73*
COc1ccc(Cl)cc1C(=O)CSc1nnnn1C1CCCCC1,9,1,3,13,10,8,-11,1,-4
O=C(C1=C(O)C(=O)N(Cc2ccccc2)C1c1cccnc1)c1ccco1 (stereo not drawn),7,nt,27*,-4,-6,10,8,-15,nt
COC(=O)[C@H]1CCCN1C(=O)Nc1cccc(Oc2c(F)c(F)c(F)c(F)c2F)c1,3,nt,-3,-7,-8,9,5,-1,nt
CC(=O)Nc1ccc(S(=O)(=O)N2CCN(c3ccccn3)CC2)cc1,-2,0.5,1,-4,15,2,5,-10,49
Cc1occc1-c1nnc(SCC(=O)c2cc3ccccc3oc2=O)o1,7,0.1,-4,10,21,3,-13,-17,90*
Cc1ccc(S(=O)(=O)N(C)CC(=O)NCc2ccncc2)cc1,5,0.2,-2,4,24,8,-6,-33,80*
CCSc1nc2ccccc2n1CCC(=O)O,10,1.1,-2,-1,-11,5,4,-9,-12
Cc1cc(CNC(=O)Cc2c(F)cccc2Cl)nn1C,2,1,-5,7,-22,nt,-5,-5,-5
CCC(Sc1nc2ccc(C)cc2[nH]1)C(=O)O (stereo not drawn),10,0.9,3,10,-17,nt,-9,-2,8
COc1ccc(C/C(N)=N/OC(=O)Cc2ccc(OC)c(OC)c2)cc1,6,0.8,-4,-5,-26,nt,7,-3,24
CCC(C(=O)NC(C)(C)C)N(C(=O)Cn1nnc(-c2cccs2)n1)c1cnc2ccccc2c1 (stereo not drawn),4,0.4,-7,-5,15,9,5,-3,65*
Cc1ccc(S(=O)(=O)N2C(=S)SCC2(C)C)cc1,11,1.1,5,2,29,2,-5,-11,-7
Cc1ccc(Cl)cc1NC(=O)c1cccc(OC(F)F)c1,6,0.7,7,-46,13,nt,40*,-9,31

# Compounds were not picked by outcome; about 20% have a hit in one of these screens.
